RAD54 branch: blocks human RAD54 Holliday junction branch migration | Q92698 | FAM/BHQ fluorescence | inhibition, % at 10.4 µM | actives 0.14% (n = 360,000) | AID 602329;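 active means mean normalized replicate activity at least 40 and at least half of replicates scoring 40 or more; inconclusive means only one of the two criteria met; inactive means mean below 40 and under half of replicates reaching 40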;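 further: 0% = median of neutral control wells and 100% = median of positive control wells; inhibitors cause a drop in the FAM fluorescence signal; in these data hits start at about 50%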
DENV2 CPE rescue: DENV2-induced cell death inhibition | DENV2-infected cells, cytopathic effect rescue, plate reader | CPE inhibition, % at 9.99 µM | actives 1.7% (n = 350,000) | AID 651640; in the data active means CPE inhibition above about 20%, passing the limit was not always enough; inconclusive means no clear call, values can overlap the other calls; tested in BHK-21 cells;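 further: 0% = median of neutral control wells and 100% = median of positive control wells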
GSIS activator: primary screen for activators of insulin secretion dependent on glucose, INS-1E cells, GLuc reporter luminescence; actives 0.61% (n = 370,000); activation, % at 16.6 µM; INS-1E GLuc reporter insulin secretion, 2-3 h;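 active means lowest replicate activation of at least 40%, so every replicate reaches that level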;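 further: 0% = median of neutral control wells and 100% = median of IBMX positive control wells; some compounds called inactive have numbers as strong as hits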
CFTR F508del cor: CFTR F508del correction in bronchial cells. actives 0.36% (n = 350,000). activity (quench increase), % at 7.58 µM. AID 720511. CFBE cells, YFP halide quenching; stimulated with forskolin plus potentiator P3; % fluorescence drop versus neutral controls;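 active means mean added fluorescence quench of at least 8% versus neutral control, with both replicates also reaching 8%; inconclusive means only one of the mean or replicate conditions met; inactive means mean below 8% and not both replicates reaching 8%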;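 further: cells transiently co-express mutant CFTR-F508del with the halide-sensitive YFP; corrector assay measuring rescue of mutant channel to the surface after 24 h compound exposure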
RAD52 inh: blocks human RAD52 DNA annealing; P43351; recombinant RAD52 DNA annealing, FRET fluorescence; inhibition, % at 18.7 µM; actives 0.46% (n = 360,000); AID 651710;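 active means every replicate showing at least 50% inhibition; inconclusive means mean inhibition at least 50% but not in every replicate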
Target sequence (P43351 whole entry, looked up): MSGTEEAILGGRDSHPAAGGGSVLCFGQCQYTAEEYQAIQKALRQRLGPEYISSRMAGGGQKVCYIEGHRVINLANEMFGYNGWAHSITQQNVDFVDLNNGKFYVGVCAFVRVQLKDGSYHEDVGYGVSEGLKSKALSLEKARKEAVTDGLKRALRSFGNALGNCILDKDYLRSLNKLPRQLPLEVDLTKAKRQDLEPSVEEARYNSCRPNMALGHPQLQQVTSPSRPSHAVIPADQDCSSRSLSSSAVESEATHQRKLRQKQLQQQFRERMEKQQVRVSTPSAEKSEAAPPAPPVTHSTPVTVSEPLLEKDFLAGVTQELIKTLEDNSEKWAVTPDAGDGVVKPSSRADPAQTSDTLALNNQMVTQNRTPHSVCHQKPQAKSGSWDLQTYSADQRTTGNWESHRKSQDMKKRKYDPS
Casp6 inh: blocks human caspase-6 cleavage activity; purified caspase-6, Z-VEID-R110 cleavage fluorescence; actives 0.53% (n = 350,000); inhibition, % at 12.5 µM; AID 686996; P55212;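 active means mean inhibition across replicates at least about 35%, with every replicate also reaching that limit, limit read from the data; inconclusive means only one of the two criteria met; inactive means neither criterion met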;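 further: 0% = median of neutral control wells and 100% = no fluorescence left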
Xi reactivation: X-chromosome reactivation activator | XiGFP mouse fibroblasts, % GFP-positive cells imaging, 3 d; cells co-treated with 5-aza-dC sensitizer; scaled so ellipticine positive control = 100% | actives 0.055% (n = 360,000) | activation, % at 7.58 µM;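 active means mean normalized replicate activation at least 10% and every replicate at or above 10%; inconclusive means only one of the two criteria met; inactive means mean below 10% and not all replicates reach 10%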;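 further: 0% = median of on-plate neutral control wells and 100% = ellipticine 6 µM median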
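Assay system – SV40-immortalized XiGFP fibroblast cells, line 68-5-11 · Buffer or medium – DMEM supplemented with 5-aza-dC as sensitizing agent · Dosing – one concentration, pinned · Benchmarks – positive control ellipticine, 6 µM final · Times – 3 days compound exposure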
E-sel inducer: induces E-selectin expression in human endothelial cells. P16581. activation, % at 7.58 µM. actives 0.37% (n = 260,000). HUVEC E-selectin immunofluorescence imaging; normalized: neutral wells 0, TNF-alpha wells 100. AID 686992;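 active means mean E-selectin-positive cell signal at least 10% of the positive control, reached in at least 60% of replicates, without over 20% cell loss; inconclusive means no rule given, readout overlaps actives, possibly toxicity-flagged; inactive means the rest, including those meeting only one limit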;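 further: in these data hits start at about 27%; measured in HUVEC primary endothelial cells; signal is the percent of cells scored E-selectin positive by PE staining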
Target sequence (P16581 whole entry, looked up): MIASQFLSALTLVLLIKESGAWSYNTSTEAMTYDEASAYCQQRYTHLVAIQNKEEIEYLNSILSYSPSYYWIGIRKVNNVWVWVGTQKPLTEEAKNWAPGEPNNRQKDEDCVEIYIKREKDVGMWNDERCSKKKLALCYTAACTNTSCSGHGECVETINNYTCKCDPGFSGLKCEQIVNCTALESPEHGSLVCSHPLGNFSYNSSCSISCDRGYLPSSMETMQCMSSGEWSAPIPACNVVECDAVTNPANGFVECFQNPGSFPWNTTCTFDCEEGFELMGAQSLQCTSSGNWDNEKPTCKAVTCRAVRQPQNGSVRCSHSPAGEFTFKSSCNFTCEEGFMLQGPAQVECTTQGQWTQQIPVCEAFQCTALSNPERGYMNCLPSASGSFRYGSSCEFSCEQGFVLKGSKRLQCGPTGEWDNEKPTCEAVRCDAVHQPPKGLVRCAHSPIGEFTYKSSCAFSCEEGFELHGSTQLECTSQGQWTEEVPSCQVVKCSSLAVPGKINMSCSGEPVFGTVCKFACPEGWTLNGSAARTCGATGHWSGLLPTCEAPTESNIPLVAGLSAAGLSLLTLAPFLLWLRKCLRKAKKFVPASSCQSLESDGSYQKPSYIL
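Test system: HUVEC; input: 3,000 HUVEC/well; measured by: immunofluorescence imaging; read-out: % PE-positive cells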
Numbers without * were called inactive; ? = inconclusive; · = no result given.

Structure,RAD54 branch,DENV2 CPE rescue,GSIS activator,CFTR F508del cor,RAD52 inh,Casp6 inh,Xi reactivation,E-sel inducer
CCOc1ccc(NC(=O)c2ccccc2NC(=O)c2cccnc2)cc1,2,2,·,2.2,-1,-1,-0.1,·
O=C(Cn1ccccc1=O)c1cccs1,-5,·,3,1.4,0,3,·,·
Cc1ccc(-c2ccc3c(c2)O[C@@H](CN(C)C(=O)C2CCC2)[C@H](C)CN([C@@H](C)CO)S3(=O)=O)cc1,-6,6,-21,-1.9,-4,-4,-0.3,0.2
COC(=O)c1ccc(Oc2nc3ccccc3n3c(C)nnc23)cc1,·,11,23,-1.3,0,1,0.7,·
CC(C)[C@H](NC(=O)OC(C)(C)C)c1nnc(S(=O)(=O)Cc2c(F)cccc2Cl)o1,-4,·,98,-6.1,0,1,·,·
COc1ccc(S(=O)(=O)N(C)C[C@@H]2Oc3ccc(NC(=O)Nc4c(C)noc4C)cc3C(=O)N([C@H](C)CO)C[C@H]2C)cc1,44,6,-4,-0.8,2,-3,-0.1,0.2
O=C1NCCOC(=O)[C@H](Cc2ccc(F)cc2)CC/C=C/C[C@H]1CC(=O)N(CCO)Cc1ccccc1,-4,0,-9,-1.9,-5,0,0.0,0.7
Cn1c(N)c(S(=O)(=O)NCc2ccc(Cl)cc2)c(=O)n(C)c1=O,·,-1,1,2.4,2,-1,0.1,·
CCCCN(C(=O)CN1CCOCC1)c1c(N)n(CC(C)C)c(=O)[nH]c1=O,·,·,11,·,-4,-1,-0.1,0.4
O=C(/C=C/c1ccc(F)cc1)N1CCN(c2ncccn2)CC1,·,0,47,4.2,-9,0,0.0,·
COc1ccccc1C=NN=C(NN=Cc1ccccc1OC)NN=Cc1ccccc1OC,-2,1,13,0.1,-3,12,1.0,0.0
O=C(CC1CC1)Nc1ccc2c(c1)[C@@H]1C[C@@H](CC(=O)NC3CCCC3)O[C@H](CO)[C@@H]1O2,-2,-6,-9,-4.2,-2,-4,0.4,0.0
CC1CCCN(C(=O)COC(=O)/C=C/c2ccc(C(F)(F)F)cc2)C1 (configuration not stated),-4,2,-29,-2.3,-7,0,0.1,4.9
CCN(CC)c1ccc(C=NCCNS(=O)(=O)c2ccc(C)cc2)cc1,-3,17,18,2.5,-119,0,0.1,·
COc1ccc(S(=O)(=O)Nc2ccc3c(c2)C(=O)N([C@H](C)CO)C[C@@H](C)[C@H](CN(C)C)OCCCC[C@@H](C)O3)cc1,13,2,3,0.4,-15,0,0.0,1.2
COC(=O)c1sc(=S)n(-c2cccc(Cl)c2)c1N,-1,-2,3,-4.7,-13,-2,·,·

Entries above that contain an aryl methoxy group (3):
Structure,RAD54 branch,DENV2 CPE rescue,GSIS activator,CFTR F508del cor,RAD52 inh,Casp6 inh,Xi reactivation,E-sel inducer
COc1ccc(S(=O)(=O)N(C)C[C@@H]2Oc3ccc(NC(=O)Nc4c(C)noc4C)cc3C(=O)N([C@H](C)CO)C[C@H]2C)cc1,44,6,-4,-0.8,2,-3,-0.1,0.2
COc1ccccc1C=NN=C(NN=Cc1ccccc1OC)NN=Cc1ccccc1OC,-2,1,13,0.1,-3,12,1.0,0.0
COc1ccc(S(=O)(=O)Nc2ccc3c(c2)C(=O)N([C@H](C)CO)C[C@@H](C)[C@H](CN(C)C)OCCCC[C@@H](C)O3)cc1,13,2,3,0.4,-15,0,0.0,1.2

New compounds follow.
Structure,RAD54 branch,DENV2 CPE rescue,GSIS activator,CFTR F508del cor,RAD52 inh,Casp6 inh,Xi reactivation,E-sel inducer
Cc1ccc(S(=O)(=O)NCc2ccccc2NS(=O)(=O)c2ccc(C)cc2)cc1,·,6,-27,2.0,-3,-2,0.1,-0.7
COc1ccc(C(=O)Nc2ccccc2C(=O)NC(Cc2c[nH]c3ccccc23)C(=O)O)cc1 (configuration not stated),-1,-1,-11,0.5,-14,0,0.0,1.7
Cc1oc2cc3oc(=O)c(CCC(=O)NCCN4CCOCC4)c(C)c3cc2c1C,20,-15,2,1.6,-2,-2,·,·
O=C(C[C@@H]1CC[C@@H]2[C@H](COC[C@H](O)CN2S(=O)(=O)c2ccc(F)cc2)O1)NCc1ccc(Cl)c(Cl)c1,-9,-1,-12,-2.4,5,-2,-0.1,0.0
N#CCn1cnc2sc(-c3ccccc3)cc2c1=O,·,-2,3,-1.5,-19,1,0.2,·
O=C(c1cccc(S(=O)(=O)N2CCOCC2)c1)N1CCN(Cc2ccc3c(c2)OCO3)CC1,·,·,2,2.4,-2,-1,0.1,0.2
CN(CC(=O)NCc1ccc2c(c1)OCO2)S(=O)(=O)c1ccc(F)cc1,·,2,0,4.3,1,-1,-0.1,0.1
CCS(=O)(=O)c1nc(S(=O)(=O)c2ccc(C)cc2)c(N2CCC3(CC2)OCCO3)s1,-5,2,11,-4.1,-5,0,0.0,?
O=C(NCC1CC1)C1(C(F)(F)F)C/C(=C\Cc2ccccc2)CCCO1 (configuration not stated),-8,-3,12,2.1,-9,2,0.0,0.0
O=C(N[C@H]1CC[C@H](CCn2cc(C3(O)CCCC3)nn2)O[C@@H]1CO)C1CCCCC1,-1,-7,20,-0.6,-10,0,0.1,-0.1
OC[C@H]1O[C@@H](n2cnc3c(Nc4ccccc4)ncnc32)[C@H](O)[C@@H]1O,15,0,·,1.8,-4,0,0.1,2.2
CNC(=O)c1ccc(-c2cc3onc(-c4ccccc4)c3c(=O)n2C)cc1,-2,-14,-23,1.9,-18,-4,-0.6,0.0
CC(OC(=O)c1cc2sccc2n1C)C(=O)NCc1ccco1 (configuration not stated),·,-1,-3,-0.2,-16,2,·,·
O=C(NC(=S)N1CCOCC1)c1cn(-c2ccccc2)nc1-c1ccccc1,-2,-4,-15,-0.3,-19,1,0.1,·
NS(=O)(=O)c1cccc(NC(=O)COC(=O)c2ccc(S(=O)(=O)N3CCOCC3)cc2)c1,-3,-5,8,2.1,-12,1,0.0,·
CN(C)Cc1c(C(=O)N/N=C/c2cccnc2)nnn1-c1nonc1N,15,-1,3,0.9,-3,5,0.1,·
O=C(CCc1ccccc1)NNC(=O)COc1ccc([N+](=O)[O-])cc1,4,-2,4,1.9,-1,1,0.0,·
COc1ccc(-n2ncc3c2CC(C)(C)CC3NC(=O)c2ccc(OC)o2)cc1 (configuration not stated),4,-4,-13,-1.8,-21,6,0.3,·
O=C(O)CSc1nc2ccccc2s1,·,-2,5,-0.2,-2,-4,-0.1,0.3
COCCC(=O)Nc1ccc2c(c1)CN(C(=O)CSC)CC2,-9,-4,·,-1.1,-12,-1,-0.1,1.5
CC(C)(C)NC(=O)C1(C)CCC(=O)N1C1CC1 (configuration not stated),-8,1,9,-5.4,0,-2,-0.1,0.0
O=C(COc1ccc(F)c(Cl)c1)NC(=O)NC1CCCC1,1,-4,·,-0.9,-12,-3,0.0,-0.2
CCOC(=O)C1=C(C)Nc2nc(C)nn2C1c1ccc(C)cc1 (configuration not stated),-1,-2,13,-0.1,-7,2,0.0,0.1
Cc1ccc(S(=O)(=O)NC(=O)Nc2nccs2)cc1,-2,2,3,1.4,-6,2,-0.1,·

Filtered by structure: those above with an NH in an aromatic ring.
Structure,RAD54 branch,DENV2 CPE rescue,GSIS activator,CFTR F508del cor,RAD52 inh,Casp6 inh,Xi reactivation,E-sel inducer
CCCCN(C(=O)CN1CCOCC1)c1c(N)n(CC(C)C)c(=O)[nH]c1=O,·,·,11,·,-4,-1,-0.1,0.4
COc1ccc(C(=O)Nc2ccccc2C(=O)NC(Cc2c[nH]c3ccccc23)C(=O)O)cc1 (configuration not stated),-1,-1,-11,0.5,-14,0,0.0,1.7

The results go on:
Structure,RAD54 branch,DENV2 CPE rescue,GSIS activator,CFTR F508del cor,RAD52 inh,Casp6 inh,Xi reactivation,E-sel inducer
COC(=O)C1CCCCN1C(=O)c1cccc(OC2CCN(C(=O)C3CC3)CC2)c1 (configuration not stated),2,1,7,-1.9,-9,-3,0.2,7.2
COc1ccccc1C(=O)NCCC(=O)NCCC12CC3CC(CC(C3)C1)C2,-3,-2,-21,-1.3,1,2,0.0,·
COc1cc(/C=C/C(=O)OCC(=O)c2ccc(OC(F)F)cc2)ccc1O,8,-3,-8,-1.6,-8,3,0.2,1.0
COc1cccc(S(=O)(=O)N[C@@H]2CC[C@H](CC(=O)NCc3ccc(F)cc3)O[C@H]2CO)c1,1,-1,1,-0.1,-5,2,-0.6,-2.8
NC1=CC(=O)C(=O)c2ccccc21,-7,13,2,-3.5,-30,41*,0.0,0.0
O=S(=O)(c1ccccc1)N(F)S(=O)(=O)c1ccccc1,-11,2,-6,-0.9,8,10,-0.1,0.1
Cc1ccc2c(C)nc(N/C(N)=N/S(=O)(=O)c3ccc([N+](=O)[O-])cc3)nc2c1,3,-5,13,1.9,-11,3,-0.1,1.1
CCOc1ccccc1N1CCN(c2ncnc3scc(-c4ccc(OC)cc4)c23)CC1,5,-7,0,3.8,-16,-1,0.2,·
C=CCC[C@H](Cc1ccc(F)cc1)C(=O)OC[C@@H](NC(=O)[C@H](CC=C)CC(=O)NCCO)c1ccccc1,3,-14,-11,3.5,-9,0,0.4,0.0
CC(C)NC(=O)N1CCCCN2[C@H](CO)[C@H](c3ccc(C#C[C@@H](C)O)cc3)[C@H]2C1,-7,·,11,1.9,·,·,0.0,0.4
CN(Cc1ccc(OC(F)F)cc1)Cc1nc2c(Br)cc(Br)cc2c(=O)[nH]1,·,4,-5,-0.9,-61,0,0.0,·
C[C@H]1CN=C2N(CCNC(=O)CCC3CCCCC3)[C@H](Cc3ccc(O)cc3)CN21,-7,?,-2,3.1,-6,-12,0.0,-0.2
Cc1cccc(S(=O)(=O)N(C)C[C@H]2OCc3cn(nn3)CCCC(=O)N([C@@H](C)CO)C[C@H]2C)c1,-8,-1,18,0.5,-13,-1,-0.2,-0.2
O=C(Nc1cccc(S(=O)(=O)N2CCCCC2)c1)C1CC(=O)N(Cc2ccco2)C1 (configuration not stated),·,·,-33,-0.1,-29,2,0.0,·
Cc1cc(C)n2cc(CSc3ncccc3C(=O)O)nc2n1,-21,·,12,·,-11,1,·,·
COc1ccc(-c2nnc(OCc3ccccc3)c3ccccc23)cc1,9,-5,-15,-0.1,-18,1,0.0,0.1
Cc1ccccc1-c1ccccc1[C@H]1[C@@H](CO)N(C(=O)c2cccc(F)c2)[C@H]1C#N,·,2,-31,-3.2,-4,2,0.1,-0.1
COc1ccc(C(=O)NC2CC3CCCC(C2)N3CC(C)C)cc1 (configuration not stated),-12,9,·,-3.4,-1,0,0.0,0.2
O=C(O)c1ccc(N/N=C/c2cn(-c3ccccc3)nc2-c2cccs2)cc1,·,-2,-17,-1.9,-18,11,0.0,0.2
Nc1ccccc1C(=O)N1O[C@@H]2C=C[C@H]1C2,-12,-7,7,8.6*,-9,4,0.1,0.2
CC(=O)N1N=C(c2ccco2)CC1c1ccc(Br)cc1 (configuration not stated),·,-5,·,-3.8,-2,13,0.0,4.5
O=C(O)/C=C/C(=O)N1CCN(C(=O)/C=C/C(=O)O)CC1,1,18,-1,·,-12,7,0.0,·
COc1ccccc1C(=O)NC(=S)Nc1cccc2cc(O)ccc12,0,-7,1,0.0,5,-2,0.1,-0.1
COc1cc(CNn2cn[nH]c2=S)cc(Cl)c1OCc1ccc(F)cc1,·,-4,-12,·,-6,4,-0.1,·

Screening data deposited in PubChem by Broad Institute.
